EPAC1 ag = agonists of human EPAC1; O95398; EPAC1 agonist qHTS, biochemical assay; response scale: 100% = response to 6.5 mM cAMP; Potency, µM (titrated, usually from 154 µM), inactives show at the highest dose activation, most hits filed as activators; actives 0.073% (n = 360,000); note: potency is the fitted concentration of half-maximal effect; nearly all actives have a fitted effect of over 60% in size
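Nucleotide exchange assay: 100 nM EPAC1 with 250 nM Rap1B loaded with BODIPY-GDP and 50 uM GDP, room temperature. Fluorescence (480/540 nm) read every 5 min for 30 min; signal change normalized to 6.5 mM cAMP as full agonist.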
IL-2 act = activators of IL-2. IL-2 activation reporter assay, cell-based qHTS; stimulated with anti-CD3/CD4/CD28 beads; in transgenic mouse T cells. activation, % (series mostly up to about 46 µM). actives 0.065% (n = 360,000). AID 652025; in the data active = activation above about 50%; inconclusive = mostly about 30% to 49%; note: 0% is about no effect
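Readout is EGFP and DsRed signal by fluorescent plate cytometry after 18 h at 37 degrees C. Transgenic mouse T cells (750/well) received compound for 60 min before bead stimulation (anti-CD3, anti-CD4, anti-CD28); memory T cells served as non-tolerant control.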
aSyn yeast inh = inhibitors of alpha-synuclein toxicity in yeast | Yeast expressing alpha-synuclein, growth rescue, BacTiter-Glo, 24 h | Potency, µM (highest dose often 46.1 µM), inactives show top-dose growth rescue (activation), most hits filed as activators | actives 0.14% (n = 370,000); note: potency is the fitted concentration of half-maximal effect; % of control where 0% means no effect; nearly all actives have a fitted effect of over 65% in size
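Screening used galactose-induced yeast with toxic alpha-synuclein levels, exposed to compound for 24 hr at 30 deg C. Cell growth, read with BacTiter-Glo luminescence, gave the measured signal.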
PLK1 PBD block = PLK1 (human) polo-box domain binding inhibition | actives 2.8% (n = 360,000) | P53350 | AID 720504 | Plk1 PBD binding of FITC phosphopeptide, fluorescence polarization | Potency, µM, without a hit: max response, negative = inhibition, actives largely listed as inhibitors; note: potency is the fitted concentration of half-maximal effect; series mostly up to about 57 µM; % is set by controls: 0 for no effect and ±100 for the full control effect; nearly all actives have a fitted effect of over 65% in size
EPAC1 antagonist = EPAC1 (human) antagonism; O95398; EPAC1 GEF assay, Rap1b-BODIPY-GDP exchange fluorescence; Potency, µM (titrated, usually from 115 µM), without a hit: at the top dose activity change, negative = inhibition, usual class: inhibitors; actives 0.14% (n = 360,000);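 note: potency is the fitted concentration of half-maximal effect; plate controls were vehicle for no effect and positive control for full effect; nearly all actives have a fitted effect of over 50% in size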
Abeta rescue = compounds reversing amyloid beta toxicity in yeast. yeast expressing A-beta42, growth rescue, OD600, 48 h; response scale: 0% DMSO, 100% iron-clioquinol control. Potency, µM (highest dose often 46.1 µM), inactives show top-dose growth rescue, actives largely listed as activators. actives 0.063% (n = 410,000); note: potency is the fitted concentration of half-maximal effect; nearly all actives have a fitted effect of over 55% in size
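Yeast A-beta toxicity model in growth medium with pinned compounds, 48 h at 30 C; growth read as absorbance at 600 nm. Normalized to FeCl3/clioquinol equimolar mix (positive) and DMSO (negative).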
FUS suppressor = suppressors of FUS proteinopathy in yeast. S. cerevisiae FUS-expressing, growth rescue, OD600, 24 h. Potency, µM (highest dose often 76.6 µM), for the others: at the highest dose growth rescue (activation), hits mostly activators. actives 0.24% (n = 390,000);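 note: potency is the fitted concentration of half-maximal effect; plate controls were DMSO vehicle for no effect and reference control for full effect; nearly all actives have a fitted effect of over 55% in size; some results filed as inactive show a strong effect at the top dose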
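Galactose (2%) drives FUS expression in yeast precultured in raffinose; seeding density OD 0.005. Test compounds incubated 24hr at 30C and 99% humidity before absorbance at 600 nm was measured.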
WRN inhibitor = blocks human WRN helicase | AID 651768 | Potency, µM (highest dose often 114 µM), for inactives: at the top dose activity change, negative = inhibition, most hits filed as inhibitors | actives 0.46% (n = 360,000) | WRN helicase unwinding, fluorescent forked duplex, kinetic | Q14191; note: potency is the fitted concentration of half-maximal effect; % is set by controls: 0 for no effect and ±100 for the full control effect; nearly all actives have a fitted effect of over 55% in size
Target sequence (Q14191 whole entry, looked up): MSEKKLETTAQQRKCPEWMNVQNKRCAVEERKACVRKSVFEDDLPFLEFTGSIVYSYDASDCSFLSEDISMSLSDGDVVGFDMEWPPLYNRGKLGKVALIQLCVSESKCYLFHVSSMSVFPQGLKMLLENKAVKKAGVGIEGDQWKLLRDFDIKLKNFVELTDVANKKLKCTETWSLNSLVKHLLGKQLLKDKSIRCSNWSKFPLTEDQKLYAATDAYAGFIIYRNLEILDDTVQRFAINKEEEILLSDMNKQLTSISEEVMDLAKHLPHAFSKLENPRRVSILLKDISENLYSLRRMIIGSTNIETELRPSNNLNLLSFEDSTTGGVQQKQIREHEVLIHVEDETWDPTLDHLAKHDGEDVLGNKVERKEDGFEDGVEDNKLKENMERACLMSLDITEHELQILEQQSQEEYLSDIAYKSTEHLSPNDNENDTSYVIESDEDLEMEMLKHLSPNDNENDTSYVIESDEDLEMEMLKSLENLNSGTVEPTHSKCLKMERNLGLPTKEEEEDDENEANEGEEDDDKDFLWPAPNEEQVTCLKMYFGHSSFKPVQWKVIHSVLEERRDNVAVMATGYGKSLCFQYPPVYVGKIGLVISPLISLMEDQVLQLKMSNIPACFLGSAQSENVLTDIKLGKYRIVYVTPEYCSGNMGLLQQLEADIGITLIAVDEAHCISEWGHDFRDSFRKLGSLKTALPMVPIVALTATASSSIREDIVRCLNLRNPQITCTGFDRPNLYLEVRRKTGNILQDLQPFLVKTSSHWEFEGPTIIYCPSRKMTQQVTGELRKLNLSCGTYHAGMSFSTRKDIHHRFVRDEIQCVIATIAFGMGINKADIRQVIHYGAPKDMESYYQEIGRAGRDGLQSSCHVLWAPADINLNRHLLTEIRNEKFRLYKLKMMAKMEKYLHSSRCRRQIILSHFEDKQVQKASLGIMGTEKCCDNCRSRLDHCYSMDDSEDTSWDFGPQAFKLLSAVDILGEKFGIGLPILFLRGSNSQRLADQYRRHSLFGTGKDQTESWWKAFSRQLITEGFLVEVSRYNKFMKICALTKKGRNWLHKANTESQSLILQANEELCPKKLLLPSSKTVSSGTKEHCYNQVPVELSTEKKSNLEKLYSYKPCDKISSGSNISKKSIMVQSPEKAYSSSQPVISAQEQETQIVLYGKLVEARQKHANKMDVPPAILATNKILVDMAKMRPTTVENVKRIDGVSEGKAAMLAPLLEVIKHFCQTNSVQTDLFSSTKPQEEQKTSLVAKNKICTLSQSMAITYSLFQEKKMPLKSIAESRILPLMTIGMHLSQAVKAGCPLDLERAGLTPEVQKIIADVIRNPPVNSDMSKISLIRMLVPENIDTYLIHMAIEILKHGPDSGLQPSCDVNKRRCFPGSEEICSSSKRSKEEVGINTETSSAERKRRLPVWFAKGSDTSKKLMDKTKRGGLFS
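WRN at 20 nM final was preincubated with compound for 15 min at room temperature; reaction started with 100 nM forked duplex oligonucleotide carrying fluorophore and quencher plus 2 mM ATP (final). Unwinding followed kinetically by red fluorescence (ex 525/em 598 nm).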
PI5P4Ka inh = PI5P4K alpha (human) kinase inhibition | P48426 | PI5P4Kalpha enzyme, ADP-Glo luminescence, 60 min; stronger effect = lower value | max response, % | actives 1.2% (n = 330,000) | AID 652105; active = max response of -50% or lower; inconclusive = between -30% and -50%; inactive = -30% or higher; note: value at the top dose of about 77 µM; % is set by controls: 0 for no effect and ±100 for the full control effect
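Quantitative HTS of the MLSMR library against PI5P4Kalpha with substrate. ATP added last at 5 microM final; room temperature, 60 minutes. Remaining ATP depleted, ADP converted and read as luminescence.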
Active calls of the source: *; [ ] = another dose, or the depositor's remark. Unless noted, calls come from the whole dose curve; as a rule, active = well fitted curve in the direction sought with a large enough effect; inconclusive = small, poorly fitted or top-dose-only effect, or another doubt; inactive = no such curve, though single readings can be large; an effect the other way counts as inactive or inconclusive.

Cc1cc(C(F)F)n2nc(C(=O)Nc3sc4c(c3C(N)=O)CCC4)nc2n1 was read as EPAC1 ag 0%, IL-2 act 0.0, aSyn yeast inh 3%, PLK1 PBD block -28%, EPAC1 antagonist 21%, Abeta rescue -8%, FUS suppressor inconclusive, WRN inhibitor -36%[57.1 µM] and PI5P4Ka inh inconclusive.
`C=C(C)c1cccc(C(C)(C)NC(=O)Nc2cc(C)ccn2)c1` gave EPAC1 ag -18%, IL-2 act -2.8, aSyn yeast inh 5%, PLK1 PBD block -7%, EPAC1 antagonist -20%, Abeta rescue 0%, WRN inhibitor 5% and PI5P4Ka inh 11.
`COc1ccc(/C(C)=N/OCC(=O)N2CC3(C)CC2CC(C)(C)C3)cc1` (stereo not given) gave EPAC1 ag -8%, IL-2 act -5.8, aSyn yeast inh 12%, PLK1 PBD block 2%, EPAC1 antagonist -24%, Abeta rescue -6%, FUS suppressor 21%, WRN inhibitor 4% and PI5P4Ka inh 15.
COc1ccccc1C(=O)NNC(=O)c1ccc(F)cc1 was read as EPAC1 ag 6%, IL-2 act -1.8, aSyn yeast inh 0%, PLK1 PBD block -16%, EPAC1 antagonist 18%, Abeta rescue -5%, FUS suppressor -1%, WRN inhibitor 1% and PI5P4Ka inh -4.
`COc1ccc(-c2sc3cc4c(cc3c2C#CC2(N)CCCCC2)OCO4)cc1` gave EPAC1 ag 21%, IL-2 act -0.7, aSyn yeast inh -5%, PLK1 PBD block -9%, EPAC1 antagonist -1%, Abeta rescue -8%, FUS suppressor 37%, WRN inhibitor -6% and PI5P4Ka inh 0.
Screening O=C1CCCCC1C(=O)c1ccccc1 (stereo not given) returned EPAC1 ag 5%, IL-2 act 1.1, aSyn yeast inh 0%, PLK1 PBD block -13%, EPAC1 antagonist -2%, Abeta rescue -1%, FUS suppressor -11%, WRN inhibitor -2% and PI5P4Ka inh -4.
COc1ccc(C(=O)NCc2nnc(SCC(=O)N3CCCCC3)o2)cc1OC was read as EPAC1 ag 2%, IL-2 act -2.0, aSyn yeast inh -1%, PLK1 PBD block -1%, EPAC1 antagonist 3%, Abeta rescue 26%, FUS suppressor 7%, WRN inhibitor 0% and PI5P4Ka inh -8.
`COc1ccc(NC(=O)C2CSC(C)(C)N2C=O)cc1` (stereo not given) gave EPAC1 ag -12%, IL-2 act -0.6, aSyn yeast inh 2%, PLK1 PBD block -25%, EPAC1 antagonist 1%, Abeta rescue -8%, FUS suppressor 2%, WRN inhibitor 6% and PI5P4Ka inh 1.
Cc1ccc(C)c(NC(=O)CN(C)C(=O)c2oc3c(Cl)cccc3c2C)c1 was read as EPAC1 ag -5%, IL-2 act 1.4, aSyn yeast inh 9%, PLK1 PBD block -3%, EPAC1 antagonist 9%, Abeta rescue -6%, FUS suppressor 22%, WRN inhibitor -1% and PI5P4Ka inh 6.
For O=C1CC(c2ccc(O)c(O)c2)Oc2c1ccc(O)c2O (stereo not given) the results were EPAC1 ag 5%, IL-2 act -0.4, aSyn yeast inh 4%, PLK1 PBD block -21%, EPAC1 antagonist inconclusive, Abeta rescue 6%, FUS suppressor -2%, WRN inhibitor 3.2µM* and PI5P4Ka inh -86*.
Screening O=C(Cc1ccc(Cl)cc1)NN1C(=O)c2ccccc2C1=O returned EPAC1 ag -8%, IL-2 act -1.2, aSyn yeast inh 12%, PLK1 PBD block 27µM*, EPAC1 antagonist 16%, Abeta rescue 2%, FUS suppressor -4%, WRN inhibitor 1% and PI5P4Ka inh -13.
For Cc1cccc(NC(=O)c2cc(NC(=O)c3ccccc3)ccc2N2CCCCC2)c1 the results were EPAC1 ag 4%, IL-2 act 0.9, aSyn yeast inh 9%, PLK1 PBD block -1%, EPAC1 antagonist 1%, Abeta rescue 2%, FUS suppressor -3% and WRN inhibitor 14%.
Screening O=C(O)/C=C\C(=O)NCc1ccccc1 returned EPAC1 ag 1%, IL-2 act 14, aSyn yeast inh 0%, PLK1 PBD block -7%, EPAC1 antagonist -2%, Abeta rescue -4%, FUS suppressor -25%, WRN inhibitor 0% and PI5P4Ka inh -4.
`CC(=O)Nc1ccc(NC(=O)c2ccccc2Nc2ccccc2)cc1` gave EPAC1 ag -11%, IL-2 act 1.8, aSyn yeast inh -1%, PLK1 PBD block 7%, EPAC1 antagonist 2%, Abeta rescue 8%, FUS suppressor 6%, WRN inhibitor -12% and PI5P4Ka inh -4.
Screening O=C(COc1ccccc1C(=O)NCc1ccncc1)Nc1ccc(Br)cc1 returned EPAC1 ag 6%, IL-2 act -0.6, aSyn yeast inh 2%, PLK1 PBD block -28%, EPAC1 antagonist -9%, Abeta rescue 9%, FUS suppressor 0%, WRN inhibitor 6% and PI5P4Ka inh -11.
For CCCn1cc(CN2CCCC(CNC(=O)c3ccc(F)cc3)C2)c(C)n1 (stereo not given) the results were EPAC1 ag 1%, IL-2 act -2.0, aSyn yeast inh -2%, PLK1 PBD block -3%, EPAC1 antagonist 4%, Abeta rescue 12%, FUS suppressor 11%, WRN inhibitor -1% and PI5P4Ka inh -1.
NC(=O)[C@@H]1CCCNc2c(F)cc([N+](=O)[O-])cc2C(=O)N[C@@H](CO)C(=O)NCC(=O)N1 was read as EPAC1 ag -7%, IL-2 act 0.5, aSyn yeast inh 2%, PLK1 PBD block 2%, EPAC1 antagonist -8%, Abeta rescue 4%, FUS suppressor -19%, WRN inhibitor 0% and PI5P4Ka inh -4.
Screening Cc1ccc(N2C3=C(C(=O)CC(C)(C)C3)C(c3cn(C)nc3C)C3=C2CC(C)(C)CC3=O)cc1 returned EPAC1 ag -9%, IL-2 act -2.0, aSyn yeast inh 5%, PLK1 PBD block 3.8µM*, EPAC1 antagonist -10%, Abeta rescue 0%, FUS suppressor 25%, WRN inhibitor -1% and PI5P4Ka inh inconclusive.
For CCn1cc(C(=O)NC(=S)Nc2cccc(O)c2)cn1 the results were EPAC1 ag 3%, IL-2 act -0.4, aSyn yeast inh -10%, PLK1 PBD block -7%, EPAC1 antagonist -4%, Abeta rescue -19%, FUS suppressor 12%, WRN inhibitor 2% and PI5P4Ka inh -4.
`O=C(O)Cc1c(-c2ccccc2)c2cc(Br)ccc2[nH]c1=O` gave EPAC1 ag -3%, IL-2 act -1.1, aSyn yeast inh -15%, PLK1 PBD block -15%, EPAC1 antagonist 16%, Abeta rescue -9%, FUS suppressor 10%, WRN inhibitor 7% and PI5P4Ka inh -10.
For COc1ccc(CCC(=O)N/N=C/c2ccc3c(c2)OCO3)cc1 the results were EPAC1 ag 9%, IL-2 act -2.9, aSyn yeast inh -6%, PLK1 PBD block -5%, EPAC1 antagonist 1%, Abeta rescue 0%, FUS suppressor 1%, WRN inhibitor -5% and PI5P4Ka inh 5.
CCN(CC)S(=O)(=O)c1ccc(NC(=O)[C@@H](NC(=O)c2cc(OC)cc(OC)c2)C(C)C)cc1 was read as EPAC1 ag -9%, IL-2 act 0.0, aSyn yeast inh -2%, PLK1 PBD block -6%, EPAC1 antagonist -25%, Abeta rescue 6%, FUS suppressor 15%, WRN inhibitor -3%[57.1 µM] and PI5P4Ka inh 1.
O=C(c1ccc(CN2CCc3ccccc3C2)cc1)N1CCN(c2ccc(F)cc2)CC1 was read as EPAC1 ag 9%, IL-2 act -0.5, aSyn yeast inh 13%, PLK1 PBD block 5%, EPAC1 antagonist -9%, Abeta rescue 3%, FUS suppressor 8%, WRN inhibitor -9% and PI5P4Ka inh -1.
`O=C(CN1C(=O)c2cccc3cccc1c23)NCc1ccccn1` gave EPAC1 ag 1%, IL-2 act -1.9, aSyn yeast inh 1%, PLK1 PBD block 1%, EPAC1 antagonist -1%, Abeta rescue 18%, FUS suppressor 23% and WRN inhibitor 11%.
`C#CCn1c(-c2cccs2)nc2ccccc21` gave EPAC1 ag -6%, IL-2 act -1.9, aSyn yeast inh -17%, PLK1 PBD block -12%, EPAC1 antagonist -8%, Abeta rescue -2%, FUS suppressor 0%, WRN inhibitor -7% and PI5P4Ka inh 0.
COc1ccc(NC(=O)c2ccc(CNS(=O)(=O)c3cccc(OC)c3)cc2)cc1 was read as EPAC1 ag 0%, IL-2 act 2.2, aSyn yeast inh 0%, PLK1 PBD block -1%, EPAC1 antagonist -3%, Abeta rescue 10%, FUS suppressor -6%, WRN inhibitor -4% and PI5P4Ka inh 2.
O=C(Nc1cccc(S(=O)(=O)N2CCCCC2)c1)c1ccc(N2CCCC2=O)cc1 was read as EPAC1 ag -2%, IL-2 act 0.1, aSyn yeast inh -2%, PLK1 PBD block 9%, EPAC1 antagonist 10%, Abeta rescue 1%, WRN inhibitor 3% and PI5P4Ka inh -12.
For CCCC1=C(C(=O)OCC)C(c2cccnc2)n2nc(C)nc2N1 (stereo not given) the results were EPAC1 ag 10%, IL-2 act 0.7, aSyn yeast inh 0%, PLK1 PBD block -4%, EPAC1 antagonist 9%, Abeta rescue 13%, FUS suppressor -16%, WRN inhibitor -26% and PI5P4Ka inh -5.
`CCCCN1CC[C@H]2C=CC[C@@H](C(=O)Nc3ccc(OC)cc3)[C@H]2C1=O` gave EPAC1 ag 5%, IL-2 act 0.2, aSyn yeast inh 1%, PLK1 PBD block -1%, EPAC1 antagonist 3%, Abeta rescue 6%, FUS suppressor -8%, WRN inhibitor -3% and PI5P4Ka inh 10.
Screening Cc1cccc(C(=O)OCC(=O)NCc2ccc(Cl)cc2)c1 returned EPAC1 ag 8%, IL-2 act -0.4, aSyn yeast inh -5%, PLK1 PBD block -15%, EPAC1 antagonist -8%, Abeta rescue 2%, FUS suppressor -46%, WRN inhibitor 9% and PI5P4Ka inh -9.

Assay outcomes: PubChem BioAssay, National Center for Advancing Translational Sciences (NCATS)
